Source: PubChem
PDI turbidity: blocks human protein disulfide isomerase activity; PDI insulin aggregation turbidity, A650, 90 min; hit rate 0.052% among 350,000; inhibition, % at 10 µM; AID 588391; P07237;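 active = mean inhibition across replicates of 30% or more, whatever share of single replicates reach that level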;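 note: absorbance from insulin aggregation driven by PDI reduction with DTT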
Target sequence (P07237 whole entry, looked up): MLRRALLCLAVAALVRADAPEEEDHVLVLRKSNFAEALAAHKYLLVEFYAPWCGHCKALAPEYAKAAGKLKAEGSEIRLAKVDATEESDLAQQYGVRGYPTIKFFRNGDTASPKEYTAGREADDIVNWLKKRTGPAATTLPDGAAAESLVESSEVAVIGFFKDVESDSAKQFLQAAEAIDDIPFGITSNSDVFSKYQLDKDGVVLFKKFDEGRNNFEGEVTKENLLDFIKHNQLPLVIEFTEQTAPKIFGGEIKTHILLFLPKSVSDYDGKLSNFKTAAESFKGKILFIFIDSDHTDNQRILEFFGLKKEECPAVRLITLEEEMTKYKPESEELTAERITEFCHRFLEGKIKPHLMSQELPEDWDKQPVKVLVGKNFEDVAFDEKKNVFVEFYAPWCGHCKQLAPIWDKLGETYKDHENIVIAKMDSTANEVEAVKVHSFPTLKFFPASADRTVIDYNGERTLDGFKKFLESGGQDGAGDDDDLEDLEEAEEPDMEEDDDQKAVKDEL
NR2E3 ag-1: human photoreceptor-specific nuclear receptor agonism. inhibition of corepressor binding, % at 3.98 µM. AID 602229. Q9Y5X4. CHO-S Gal4-NCOR/VP16-NR2E3 two-hybrid, luciferase. hit rate 0.35% among 360,000;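 active = inhibition above the mean of all tested compounds plus 3 SD, cut at about 70% in these data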;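 note: 0% = DMSO with NR2E3 transfected cells and 100% = cells lacking NR2E3 construct; higher means lower luciferase signal from less NR2E3 corepressor binding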
Target sequence (Q9Y5X4 whole entry, looked up, the tested form may be a part): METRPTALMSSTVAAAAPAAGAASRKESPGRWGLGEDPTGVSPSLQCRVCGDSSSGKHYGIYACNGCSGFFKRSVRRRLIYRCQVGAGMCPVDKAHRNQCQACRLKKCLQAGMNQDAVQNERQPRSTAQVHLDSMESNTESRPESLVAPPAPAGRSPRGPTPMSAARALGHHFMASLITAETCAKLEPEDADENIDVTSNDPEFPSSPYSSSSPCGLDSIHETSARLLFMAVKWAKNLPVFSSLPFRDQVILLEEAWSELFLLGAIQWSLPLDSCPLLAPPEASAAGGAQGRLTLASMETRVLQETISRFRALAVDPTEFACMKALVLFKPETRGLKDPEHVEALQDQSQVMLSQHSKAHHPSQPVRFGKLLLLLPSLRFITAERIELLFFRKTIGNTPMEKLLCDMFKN
iPSC survival up: enhancers of human iPSC single-cell survival | survival enhancement, % at 20 µM | AID 602274 | hit rate 0.044% among 360,000 | hiPSC single-cell survival, ATPlite luminescence; 100% = ROCK inhibitor wells, 0% = DMSO; in the data active = survival enhancement above about 18%;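 note: cells exposed to compounds for 16 hours before the ATP read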
CaV13 FRET inh: Primary screen for inhibitors of IQ motif and Ca2+-dependent inactivation inhibitor domain binding in CACNA1D, Förster resonance energy transfer in living cells, …. HEK cells, CFP/YFP FRET ICDI-IQ, plate reader, 10 min; percent FRET-ratio fall versus neutral wells. inhibition, % at 12.3 µM. hit rate 0.098% among 340,000. AID 743397;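 active = mean replicate inhibition of at least 30% and at least 1% of replicates passing that level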;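 note: 0% = median of the neutral control wells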
H9c2 protect: modulators protecting cardiomyocytes from myocardial damage; AID 588492; protection from H2O2 cell death, % at 20 µM; H9c2 cardiomyocytes, H2O2 injury protection, ATPLite, 2 h; hit rate 0.63% among 360,000;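 active = compounds giving at least 50% protection of heart cells from peroxide-induced death in the single-dose screen, raw or plate-pattern-corrected value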;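 note: 0% = DMSO wells with peroxide and 100% = DMSO wells without peroxide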
m5-HT2A agonist: activates the mouse 5-HT2A serotonin receptor; hit rate 0.66% among 360,000; CHO-K1 mHTR2A beta-arrestin complementation, luminescence; percent of 30 µM serotonin response; activation, % at 7.6 µM; P35363; AID 624169;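 active = activation above a run cutoff, the mean activation of all tested compounds plus 3 SD, cut at about 14% in these data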;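 note: 0% = plate median of compound wells and 100% = 30 µM serotonin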
HIF-2a block: inhibitors of HIF-2a. 786-0 RCC cells HIF-2a reporter, luciferase luminescence, overnight. inhibition, % at 18.8 µM. hit rate 0.72% among 360,000;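 active = inhibition of the luminescence signal of 40% or more relative to plate controls, in a single-dose primary screen at 18.75 µM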
NR2E3 ag-2: activates human photoreceptor nuclear receptor NR2E3; hit rate 0.12% among 320,000; GST-NR2E3/biotin-RetCOR TR-FRET, 1536-well; AID 2300; inhibition of corepressor binding, % at 4.78 µM;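 active = percent inhibition above the cutoff of mean plus 3 SD of all tested compounds, set per screening campaign, cut at about 20% in these data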;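 note: 0% = DMSO wells and 100% = biotin wells as full block of FRET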
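System: GST-tagged NR2E3 plus biotinylated RetCOR corepressor; Buffer or medium: pH 7.5 Tris-based buffer; Probe or stimulus: RetCOR corepressor, biotinylated, 7 nM; Doses: compound at 4.8 µM, single dose; Schedule: 5 h incubation at 4 °C; Technique: time-resolved FRET; Evaluation: percent inhibition of TR-FRET ratio; Replication: one well per compound, singlicate testing.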
MITF TRPM1 inh: inhibitors of MITF-driven TRPM1 promoter in melanoma cells. SK-MEL-5 TRPM1 promoter luciferase, 24 h. inhibition, % at 12.5 µM. hit rate 0.83% among 330,000;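 active = mean inhibition across replicates of 60% or more, whatever share of single replicates reaches that level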; note: values of inactives mirror those of a sister screen read the other way
Shn3 3UTR inh: Schnurri-3 reporter inhibition in Clone20 osteoblasts. inhibition, % at 12.5 µM. Clone20 osteoblast Shn3 3'UTR firefly luciferase, 24 h. hit rate 0.52% among 360,000. AID 588674;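 active = mean inhibition of at least 75% with every replicate also reaching 75%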;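 note: 0% = median of neutral control wells and 100% = pilot-screen positive control compound; some compounds past the cut are filed as inactive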
Peg3 promoter: Peg3 promoter activity inhibition | HeLa PEG-Prom luciferase reporter, luminescence, overnight | inhibition, % at 20 µM | hit rate 1.7% among 360,000 | AID 588405;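 active = inhibition of at least 50% at 20 µM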
Starred values were filed as active, the others as inactive; nt = no result given. An unsorted share of the library; any-hit rate near 3.9%.

SMILES	PDI turbidity	NR2E3 ag-1	iPSC survival up	CaV13 FRET inh	H9c2 protect	m5-HT2A agonist	HIF-2a block	NR2E3 ag-2	MITF TRPM1 inh	Shn3 3UTR inh	Peg3 promoter
O=C(c1cc(F)ccc1F)C1CCCN(C(=O)CSc2ccccn2)C1 (stereo unspecified)	11	5	2.3	3	-2	0	0	1	-2	-40	4
Cc1ccc(NC(=O)CC2SC(=O)N(c3ccccc3)C2=O)cc1 (stereo unspecified)	-7	-28	-1.0	-2	19	7	15	2	10	-40	14
COc1ccc2cc1Oc1ccc(cc1)C[C@H]1c3c(cc(OC)c4c3Oc3c(ccc5c3[C@H](C2)N(C)CC5)O4)CCN1C	-3	-10	-3.3	nt	-21	-7	21	nt	91*	-33	100*
Cc1cc(C(=O)N/N=C/c2cc([N+](=O)[O-])cc(C)c2O)n[nH]1	-9	4	-1.2	1	58*	-12	17	nt	11	31	28
Cc1cn2nc(N)c3ccccc3c2n1	1	-26	-3.6	-4	4	5	5	2	5	-14	17
CCC(CC)C(=O)Nc1c(C)n(C)n(-c2ccccc2)c1=O	-6	6	-0.7	-6	4	6	16	1	6	4	24
CNC(=S)NNC(=O)Cc1ccc(OC)c(OC)c1	5	11	6.7	-5	12	8	7	4	0	-5	10
Cc1ccc(C(=O)N2CCCc3ccccc32)c(F)c1F	-2	-5	-0.2	-19	-2	-5	-27	0	0	4	-1
COc1ccccc1C(=O)Nc1ccc(-c2nnc(SCC(=O)O)n2C)cc1	12	20	1.1	-4	7	9	-3	-2	5	-15	15
COC(=O)[C@@H]1C(c2ccccc2)(c2ccccc2)[C@@]1(C)C(=O)OC	2	-13	1.0	-3	-2	-5	13	3	11	1	7
Cc1csc2nc3cc(C(N)=O)ccc3c(=O)n12	-2	-10	2.5	-6	11	6	-6	3	4	-13	-13
Cc1ccc(NC(=O)COC(=O)C2CCC(=O)N2)c(S(=O)(=O)N2CCOCC2)c1 (stereo unspecified)	-3	4	-1.4	-4	15	4	21	1	3	1	9
Cc1ccc(CSc2nc3ccccc3cc2C=O)cc1	-6	-2	-2.0	-1	-13	0	-17	-1	58	-4	13
Cc1cc(NC(=O)/C=C/c2ccco2)ccc1NC(=O)c1ccccc1	1	-13	-0.6	-7	-3	-3	-2	-2	-1	12	5
O=C(CCSCc1ccc(Cl)cc1)NCCC1=CCCCC1	0	nt	-2.3	-5	-7	nt	13	-5	1	-4	9
COc1ccc(/C=N/NC(=O)c2ccc3c(c2)OCO3)c(C(=O)O)c1OC	0	-17	-0.4	-4	2	11	19	2	-4	14	15
CC(=O)Nc1ccc(NC(=O)C/C(C)=N/NC(=O)C(=O)Nc2ccc(C)c(Cl)c2)cc1	0	-17	-0.7	1	-2	1	3	4	3	-1	-18
Cc1ccc(CNC(=O)C2C3C=CC4(CN(Cc5cccnc5)C(=O)C24)O3)cc1 (stereo unspecified)	3	-31	-0.3	-5	3	-1	17	3	12	3	15
CC1=NN(C(=O)c2ccc(Br)cc2)C(O)(c2ccccc2)C1 (stereo unspecified)	7	-31	-1.6	-3	3	-4	8	2	8	-6	4
Cc1nc2ccccc2c(=O)n1NC(=O)C1CCC(C(C)(C)C)CC1 (stereo unspecified)	-4	11	-0.3	-1	-1	12	14	3	-1	6	19
COc1ccc(C(=O)CSc2nnc(-c3ccc(S(=O)(=O)N4CCOCC4)cc3)o2)cc1	3	0	-0.7	-5	-11	-1	16	0	-6	15	37
O=C(C[C@H]1C[C@H](C(=O)N2CCOCC2)[C@@]2(CCC3CCCC3)c3[nH]c4ccc(Cl)cc4c3CCN2C1=O)NCc1ccco1	-5	-15	-2.4	-8	1	-1	-32	nt	21	28	61*
O=C1C(Nc2ccccc2)=C/C(=N/S(=O)(=O)c2cccs2)c2ccccc21	-1	102*	-4.3	nt	-10	-1	-5	6	95*	97*	105*
CCn1c(=O)c(C(=O)NNC(=O)c2ccccc2)c(O)c2ccccc21	7	-26	0.0	-2	0	3	-1	-2	-4	-18	14
CCC(C(=O)O/N=C(\N)c1ccc(Cl)cc1)c1ccccc1 (stereo unspecified)	4	5	1.2	-4	-4	2	-39	-1	-8	-17	-35
O=c1c2ccccc2[nH]c(=S)n1CCCN1CCC(Cc2ccccc2)CC1	0	-16	-0.2	-14	-2	-9	14	2	-6	1	8
O=C1CN(C(=O)c2ccccc2F)C(c2ccccc2)c2cc(Cl)ccc2N1 (stereo unspecified)	2	-19	-0.6	-15	13	11	30	1	12	-13	44
C/C(=N\NC(=O)c1nnn(-c2nonc2N)c1C(C)C)c1ccncc1	4	11	-0.3	-4	0	1	12	2	0	20	11
O=C(O)CN1CCN(Cc2cccc(Cl)c2)C1=O	-4	12	0.5	-2	10	1	20	2	-11	-19	0
Cc1ccc2cc3c(NC(=O)CC(C)C)nn(C)c3nc2c1	1	-8	1.9	-2	1	0	3	-2	3	-7	16

Ten compounds from above, arranged by molar mass, high to low.
SMILES	PDI turbidity	NR2E3 ag-1	iPSC survival up	CaV13 FRET inh	H9c2 protect	m5-HT2A agonist	HIF-2a block	NR2E3 ag-2	MITF TRPM1 inh	Shn3 3UTR inh	Peg3 promoter
O=C(C[C@H]1C[C@H](C(=O)N2CCOCC2)[C@@]2(CCC3CCCC3)c3[nH]c4ccc(Cl)cc4c3CCN2C1=O)NCc1ccco1	-5	-15	-2.4	-8	1	-1	-32	nt	21	28	61*
COc1ccc(C(=O)CSc2nnc(-c3ccc(S(=O)(=O)N4CCOCC4)cc3)o2)cc1	3	0	-0.7	-5	-11	-1	16	0	-6	15	37
CC(=O)Nc1ccc(NC(=O)C/C(C)=N/NC(=O)C(=O)Nc2ccc(C)c(Cl)c2)cc1	0	-17	-0.7	1	-2	1	3	4	3	-1	-18
O=C1CN(C(=O)c2ccccc2F)C(c2ccccc2)c2cc(Cl)ccc2N1 (stereo unspecified)	2	-19	-0.6	-15	13	11	30	1	12	-13	44
O=C1C(Nc2ccccc2)=C/C(=N/S(=O)(=O)c2cccs2)c2ccccc21	-1	102*	-4.3	nt	-10	-1	-5	6	95*	97*	105*
Cc1ccc(CNC(=O)C2C3C=CC4(CN(Cc5cccnc5)C(=O)C24)O3)cc1 (stereo unspecified)	3	-31	-0.3	-5	3	-1	17	3	12	3	15
CC1=NN(C(=O)c2ccc(Br)cc2)C(O)(c2ccccc2)C1 (stereo unspecified)	7	-31	-1.6	-3	3	-4	8	2	8	-6	4
C/C(=N\NC(=O)c1nnn(-c2nonc2N)c1C(C)C)c1ccncc1	4	11	-0.3	-4	0	1	12	2	0	20	11
CCC(C(=O)O/N=C(\N)c1ccc(Cl)cc1)c1ccccc1 (stereo unspecified)	4	5	1.2	-4	-4	2	-39	-1	-8	-17	-35
Cc1ccc2cc3c(NC(=O)CC(C)C)nn(C)c3nc2c1	1	-8	1.9	-2	1	0	3	-2	3	-7	16

Next section
SMILES	PDI turbidity	NR2E3 ag-1	iPSC survival up	CaV13 FRET inh	H9c2 protect	m5-HT2A agonist	HIF-2a block	NR2E3 ag-2	MITF TRPM1 inh	Shn3 3UTR inh	Peg3 promoter
O=C(NCCCN1CCOCC1)c1cc(-c2ccc(Cl)c(Cl)c2)on1	-9	8	0.3	-7	-1	0	-50	-1	-10	9	-29
CCOC(=O)c1[nH]c2ccc(F)cc2c1NC(=O)Nc1ccccc1OC	-18	-10	-0.5	nt	1	0	17	3	14	7	17
O=C(Nc1ccc2c(c1)OCO2)c1cc(C2CCCCN2S(=O)(=O)c2ccccc2)on1 (stereo unspecified)	9	6	-2.1	-4	8	-7	-88	nt	nt	-8	-80
CC(C)Oc1ccc(C(=O)Nc2cc(=O)n(C)c(=O)n2C)cc1	-5	-17	-0.3	-6	13	1	-41	3	2	-2	-25
CS(=O)(=O)c1ccccc1C(=O)NC1CCCc2ccccc21 (stereo unspecified)	2	-1	0.7	-5	-6	2	14	1	17	-11	7
O=[N+]([O-])c1cc(Cl)ccc1N1CCCC1	-8	-27	-2.7	-1	5	-2	13	3	-6	7	-2
CC(C)(C)C1CCc2c(C(=O)NNC(=O)CCC(=O)O)csc2C1 (stereo unspecified)	8	9	-2.0	-4	3	9	30	-3	-10	25	10
CNc1oc(-c2cccs2)nc1S(=O)(=O)c1ccccc1	2	8	-0.7	-5	-6	-3	12	3	12	4	12
CC(C)(C)NS(=O)(=O)c1ccc(NC(=O)NC2CCCCC2)cc1	-2	10	1.0	nt	2	-4	-18	1	2	1	3
Cc1ccc(NC(=O)C2CC=CCC2C(=O)N2CCCCC2)cc1 (stereo unspecified)	-4	-6	-1.4	nt	-1	2	15	1	6	-12	16
COc1ccc(N2C(=O)CC(N3CCN(C(=O)c4ccco4)CC3)C2=O)cc1 (stereo unspecified)	-18	-5	1.5	-2	-2	3	23	4	17	2	14
COc1ccc(C(=O)N2CCCC2(C)C(=O)NCC(C)C)cc1C(F)(F)F (stereo unspecified)	-2	17	5.4	-5	-1	4	9	nt	nt	-12	-12
CCC(=O)N=c1sc2c(C)cc(C)cc2n1CC(=O)OC	nt	17	1.1	-5	-9	2	9	7	nt	24	10
CCOC(=O)c1ccc(NC(=S)NN2CCN(C)CC2)cc1	-22	-9	-1.6	-6	-5	-1	13	2	-2	2	8
O=C(C1CCCCC1)N1CCC(c2nc3c(nnn3Cc3ccccc3Cl)c(=O)[nH]2)CC1	-3	-20	-0.7	4	4	2	21	nt	11	-22	20
COc1ccc(S(=O)(=O)N(CC(C)C)C2CCS(=O)(=O)C2)cc1OC (stereo unspecified)	-5	-9	-0.4	-2	2	4	16	0	6	-4	2
CCCCCC(=O)N1C[C@@H](n2cc(C3CC3)nn2)[C@H](O)C[C@@H]1c1ccc(OC)cc1	-1	-22	-1.3	-6	8	-5	10	nt	nt	15	-6
S=C(Nc1ccccc1Oc1ccccc1)NC1CCCC1	-1	14	-2.2	0	-1	1	12	5	10	59	17
Cc1cc(C)n(-c2nc3c(c(=O)[nH]c(=O)n3C)n2CC(O)COc2ccc(Cl)cc2Cl)n1 (stereo unspecified)	0	13	-1.3	-6	3	5	29	2	40	26	16
O=C(COC(=O)C1=COCCO1)Nc1ccc(Oc2ccccc2)cc1	-4	2	-0.8	-4	-5	-1	-83	1	-4	-1	-19
CC(C)c1ccc(C(=O)CN2C(=O)NC3(CCc4ccccc43)C2=O)cc1 (stereo unspecified)	5	-20	-1.9	-6	-5	1	-36	nt	-10	16	3
